From PubChem
HCV NS3h FP – blocks HCV NS3 helicase binding to DNA | NS3h Cy5-dT15 DNA binding, fluorescence polarization | inhibition, % at 100 µM | 1.6% of 16,000 active | AID 687043;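 active = inhibition above the average over every tested compound plus 3 SD, cut at about 40% in these data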
Cy5 interf NS3h – Cy5 fluorescence interference, HCV helicase counter-screen. fluorescence interference ratio at 100 µM. Cy5-dT15 DNA with NS3h; actives lie on both sides; signal over control mean, under 1 quenches. 6% of 16,000 active;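 active = compound fluorescence over control fluorescence at most 0.8, a quencher, or at least a set upper limit, an enhancer; inactive = ratio between 0.8 and the set upper limit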
An asterisk follows results filed as active.

A first look, seven compounds:
SMILES	HCV NS3h FP	Cy5 interf NS3h
CCC(=O)Nc1cccc(NC(=O)c2ccc(Cl)c(Cl)c2)c1	21.6	1.13
COc1cc([N+](=O)[O-])ccc1-c1ccc(/C=C2\C(=O)NC(=S)N(c3ccc(C)cc3)C2=O)o1	23.3	1.12
Cc1ccc(/C=N\NC(=O)/C(=C/c2ccc(N(C)C)cc2)NC(=O)c2ccccc2)c(O)c1	-2.8	1.08
COC(=O)C1=C(C)NC(C)=C(C(=O)OC)C1c1cn(-c2ccccc2)nc1-c1ccco1	14.3	0.934
COc1ccc(OC)c(N(CC(=O)Nc2ccc(C)cc2C)S(C)(=O)=O)c1	2.7	1.07
CC(C)CN(CC(C)C)C(=O)/C=C/c1ccccc1	3.8	1.06
COc1ccc(OC)c(N2C(=O)NC(=O)C(=Cc3cccs3)C2=O)c1	95.3*	1.04

All compounds of this part, repeating the preview:
SMILES	HCV NS3h FP	Cy5 interf NS3h
CCC(=O)Nc1cccc(NC(=O)c2ccc(Cl)c(Cl)c2)c1	21.6	1.13
COc1cc([N+](=O)[O-])ccc1-c1ccc(/C=C2\C(=O)NC(=S)N(c3ccc(C)cc3)C2=O)o1	23.3	1.12
Cc1ccc(/C=N\NC(=O)/C(=C/c2ccc(N(C)C)cc2)NC(=O)c2ccccc2)c(O)c1	-2.8	1.08
COC(=O)C1=C(C)NC(C)=C(C(=O)OC)C1c1cn(-c2ccccc2)nc1-c1ccco1	14.3	0.934
COc1ccc(OC)c(N(CC(=O)Nc2ccc(C)cc2C)S(C)(=O)=O)c1	2.7	1.07
CC(C)CN(CC(C)C)C(=O)/C=C/c1ccccc1	3.8	1.06
COc1ccc(OC)c(N2C(=O)NC(=O)C(=Cc3cccs3)C2=O)c1	95.3*	1.04
CCOC(=O)c1c(NC(=O)C(C)Oc2ccc(OC)cc2)sc2c1CCC(C)C2 (stereo not drawn)	5.6	1
CCOc1cc(OCC)cc(C(=O)Nc2ccc(C)cc2[N+](=O)[O-])c1	0.4	1.04
COc1ccc(-c2noc(-c3cccc(Br)c3)n2)cc1	-1.8	0.966
O=[N+]([O-])c1cc(N[C@@H]2O[C@H](CO)[C@@H](O)[C@H](O)[C@@H]2O)ccc1Cl	-2.8	0.95
Cc1ccc(C(=O)Nc2ccccc2Oc2ccccc2)o1	6.6	0.961
Cc1ccn(S(=O)(=O)c2ccc(N3CCCC3=O)cc2)n1	-11.6	0.886
COc1ccc(C(=O)N2CCN(c3ccc([N+](=O)[O-])cc3)CC2)cc1Br	10.7	0.94
CCc1ccc(NC(=O)c2ccc(Cl)cc2Cl)cc1	20.9	1.09
CS(=O)(=O)N(Cc1ccc(Cl)cc1)c1ccc(C(=O)O)cc1	6.3	1.11
Cc1ccc(N2C(=O)CC(NCCc3ccccn3)C2=O)cc1 (stereo not drawn)	3.0	1.05
Cc1ccccc1NC(=O)CN(c1ccc(Br)cc1)S(C)(=O)=O	-0.7	0.911
CN(C)S(=O)(=O)c1ccc(C(=O)Nc2ccc(Cl)cc2)cc1	-3.5	1
Cc1ccc(C(=NS(=O)(=O)c2cccc([N+](=O)[O-])c2)Nc2ccccc2)cc1	4.1	0.994
COc1ccc(OCC(=O)Nc2c(C)n(C)n(-c3ccccc3)c2=O)cc1	2.7	1.06
Cc1c(C=O)c(=O)oc2c3c4c(cc12)CCCN4CCC3	1.3	0.904
COc1ccc(C2N(Cc3ccccc3)CCN2Cc2ccccc2)cc1OC	11.5	0.907
COc1ccc(C(=O)Oc2cc(C(=S)N3CCOCC3)ccc2OC)cc1	16.9	0.951
CC(C)CCNC(=O)c1ccc([N+](=O)[O-])cc1Cl	4.2	1.03
CCc1ccccc1NC(=O)c1cc2cc(OC)ccc2oc1=O	8.4	0.994
O=C(Nc1ccc(Nc2ccccc2)cc1)c1cccc(I)c1	5.2	0.97
Cc1cccc(NC(=O)c2ccccc2C(F)(F)F)c1C	9.7	0.938
Cc1ccc(C(C)C)c(OCC(=O)Nc2ccc(-c3nc4ncccc4o3)cc2)c1	4.2	1.03
Cc1ccc(S(=O)(=O)NC(=O)NC(C)(C)C)cc1	21.3	1.15
CC(=O)CC(=O)Nc1ccc(-c2ccc(NC(=O)CC(C)=O)c(C)c2)cc1C	-2.9	1
COc1ccc(N(CC(=O)Nc2cccc(Br)c2)S(=O)(=O)c2ccc(C)cc2)cc1	9.9	0.988
CS(=O)(=O)N(Cc1ccccc1)c1ccccc1C(=O)O	4.5	1.11
Cc1ccc(NC(=O)c2ccc(-c3ccc(Cl)cc3)o2)c([N+](=O)[O-])c1	8.2	0.958
CCOc1ccc(/C=C2\C(=O)NC(=O)N(c3ccc(Cl)cc3)C2=O)cc1Cl	26.2	1.02
COc1cccc(NC(=O)C2CC(=O)N(c3ccc(Cl)cc3)C2)c1 (stereo not drawn)	7.2	0.89
CCN1C(=O)/C(=C\c2cn(CCOc3ccccc3)c3ccccc23)SC1=S	11.7	1.05
COc1ccc(NS(=O)(=O)c2ccc(OC)c(OC)c2)cc1	2.8	1.01
COc1ccc(CCN2C(=O)/C(=C\c3cccs3)SC2=S)cc1OC	-2.8	1.01
Cc1cc(Cl)ccc1OCC(=O)Nc1ccc(Cl)cn1	10.8	1.01
CC(Oc1ccccc1)C(=O)Nc1cccc([N+](=O)[O-])c1 (stereo not drawn)	10.8	0.925
Cc1ccc(C(C)C)c(OCC(=O)Nc2ccc(Cl)c(NC(=O)c3ccco3)c2)c1	-3.5	1.12
CCCCCC12CCC(O)(CC1)C/C2=N\NS(=O)(=O)c1ccc(C)cc1	19.8	0.728*
COc1ccc(C(=O)Nc2ccccc2C(N)=O)cc1[N+](=O)[O-]	4.2	0.912
O=C(N/N=C\C=N/NC(=O)c1ccccc1Cl)c1ccccc1Cl	-8.2	1.01
Clc1ccc(C=NN2CCN(Cc3ccccc3)CC2)c(Cl)c1	7.6	1.03
CC(Oc1cccc(Cl)c1)C(=O)Nc1ccccc1C(=O)N1CCN(Cc2ccccc2)CC1 (stereo not drawn)	0.3	1
CCOC(=O)c1sc(NC(=O)c2cc3n(n2)C(C(F)(F)F)CC(c2cccs2)N3)c(C(=O)OCC)c1C (stereo not drawn)	14.2	0.996
S=C(c1ccc(-c2ccc(Cl)c(Cl)c2)o1)N1CCCCC1	9.1	1.07
Cc1ccccc1C(=O)Nc1ccccc1C(=O)N1CCCCC1	2.2	1.03
N/C(=N/OC(=O)c1cccc(Br)c1)c1ccc(Cl)cc1	4.6	0.999
CCOC(=O)c1ccc(NC(=S)NC(=O)c2ccco2)cc1	7.2	0.944
O=C(O)CN1C(=O)S/C(=C\c2ccc(O)cc2)C1=O	-1.7	1.03
Cc1ccc(-n2nc3ccc(NC(=O)c4cc(Cl)ccc4I)cc3n2)cc1	8.2	1.02
COc1ccc(C2CC(c3cccs3)=NN2C(=O)CCC(=O)O)cc1 (stereo not drawn)	1.7	1.14
COCCNC(=O)CN(c1ccc(C)cc1)S(C)(=O)=O	0.3	1.03
S=C1NCCOCCOCCOCCNC(=S)N2CCOCCOCCN1CCOCC2	1.3	1.08
CN(C)CCCNC(=O)C(F)(F)C(F)(F)C(F)(F)C(F)(F)C(F)(F)Cl	0.7	0.818
O=C1/C(=C/c2ccccc2[N+](=O)[O-])SC(=S)N1c1cccc(C(F)(F)F)c1	-2.1	0.758*
CCc1ccc(N2CC(C(=O)NCc3ccccc3OC)CC2=O)cc1 (stereo not drawn)	-2.6	1.03

The list goes on, overlapping the part above by two compounds.
SMILES	HCV NS3h FP	Cy5 interf NS3h
O=C1/C(=C/c2ccccc2[N+](=O)[O-])SC(=S)N1c1cccc(C(F)(F)F)c1	-2.1	0.758*
CCc1ccc(N2CC(C(=O)NCc3ccccc3OC)CC2=O)cc1 (stereo not drawn)	-2.6	1.03
C/C(=N\N=C1\NC(=O)C(C)S1)c1ccc(Cl)cc1 (stereo not drawn)	24.1	1.04
CCN(CC)c1ccc(NC(=O)c2ccc3ccccc3c2)cc1	17.3	0.956
CC(=O)CC(=O)Nc1ccc(Cl)c(C(F)(F)F)c1	4.0	0.675*
O=C(N/N=C\c1ccc(F)cc1)/C(=C\c1ccc2c(c1)OCO2)NC(=O)c1ccccc1	4.6	1.06
COc1ccc(/C=N\Nc2nc(C(F)(F)F)c(-c3ccc(F)cc3)s2)cc1OC	12.0	0.807
Cc1ccc(C(=O)N/C(=C\c2cccc([N+](=O)[O-])c2)C(=O)Nc2ccc(C)cc2C)cc1	6.3	1.29*
Cc1ccc(S(=O)(=O)N(Cc2ccccc2)c2ccccc2C(=O)NCc2ccc(Cl)cc2)cc1	13.6	1.01
Cc1ccc(C2CC(C(F)(F)F)n3ncc(C(=O)N(Cc4ccccc4)Cc4ccccc4)c3N2)cc1 (stereo not drawn)	8.3	0.942
CCN(CC)C(=O)c1cccc(-c2ccc(OC(C)=O)cc2)c1	5.2	0.974
CCc1ccccc1N(CC(=O)Nc1cccc(C(F)(F)F)c1)S(C)(=O)=O	18.3	0.87
COc1ccc(/C=N\n2c(C)nnc2C)cc1Br	8.0	0.986
Cc1ccc(S(=O)(=O)Nc2ccccc2/C=N\n2cnnc2)cc1	4.3	1.13
O=[N+]([O-])c1ccc(N2CCN(S(=O)(=O)c3ccccc3)CC2)cc1N1CCOCC1	14.5	1.11
Cc1ccc(S(=O)(=O)NC(=O)Nc2ccc(C)c(Cl)c2)cc1	-0.3	1.02
COc1ccc(OCC(=O)Nc2ccc(NC(=O)c3ccco3)cc2)cc1	0.0	1.05
CC(=O)N1CCN(c2ccc(NC(=O)c3ccc(Cl)cc3)cc2)CC1	3.8	0.975
CSc1nc(-c2ccccc2)nc2[nH]c(-c3ccccc3)cc(=O)c12	3.3	0.906
NS(=O)(=O)c1ccc(NS(=O)(=O)c2ccc(F)cc2)cc1	6.4	1.13
O=C(Nc1cc(C(F)(F)F)ccc1Cl)C1CC(=O)N(c2ccc(Br)cc2)C1 (stereo not drawn)	2.2	0.952
O=C(Cc1ccccc1)NC(c1ccco1)c1ccc2cccnc2c1O (stereo not drawn)	13.1	1.01
COCCCNC(=O)C(=O)Nc1ccc(OC)c(Cl)c1	-9.3	1.07
CCCCc1c(C)[nH]c2c(OC)cccc2c1=O	-1.8	1.06
CC1(C)NC(=O)N(CC(O)COc2ccc(Cl)cc2)C1=O (stereo not drawn)	-0.9	1.1
CC1=NN(c2ccccc2)C(=O)/C1=C\c1cn(CCC#N)nc1-c1ccc(Br)cc1	3.5	1.06
CCC(C(=O)Nc1ccccc1I)c1ccccc1 (stereo not drawn)	6.3	1.1
COc1c(Cl)cc(C(=O)Nc2ccc(O)c(-c3nc4cc(C)ccc4o3)c2)cc1Cl	-15.3	1.02
O=Cc1ccc(/C=C2/SC(=S)N(Cc3ccccc3)C2=O)cc1	9.6	0.715*
Cc1ccc(-c2nnc(Nc3ccc4c(c3)ncn4C)c3ccccc23)cc1	18.4	0.911
C=C(C)CN1CCN(c2c3c(c(C#N)c4nc5ccccc5n24)CCC3)CC1	-2.8	1.1
Cc1ccc(N2C(=O)/C(=C/c3ccccc3)SC2=S)cc1C	20.4	0.908
COCCNC(=O)CN(c1ccc(C)cc1)S(=O)(=O)c1ccc(OC)c(OC)c1	3.4	1.06
COc1ccc(S(=O)(=O)N2CCN(C(=O)c3cccc(F)c3)CC2)cc1	2.7	1.02
O=C1c2ccccc2NC(c2cccc(O)c2)N1c1ccc(Cl)cc1 (stereo not drawn)	13.4	0.985
COC(=O)c1ccc(/C=C2\C(=O)NC(=O)N(c3ccc(Cl)cc3)C2=O)cc1	13.6	1.15
O=S(=O)(Nc1ccc(O)c2ccccc12)c1ccc(F)cc1	8.0	0.975
CCOC(=O)CC(O)(c1ccccc1)C(F)(F)C(F)F (stereo not drawn)	7.7	0.749*
CCOc1cccc(C=NN2CCN(Cc3ccc(C)cc3C)CC2)c1O	13.4	1.02
COc1ccc(NC(=O)c2cccc(Oc3ccccc3)c2)cc1OC	15.2	1
O=C(Nc1ccccc1)c1cc(S(=O)(=O)N2CCCCC2)ccc1Cl	6.9	0.887
O=C(c1cc(I)ccc1Cl)N1CCN(c2ccc([N+](=O)[O-])cc2)CC1	3.2	1
Cc1ccc(NC(=O)c2c(C(=O)O)cccc2[N+](=O)[O-])c(Br)c1	2.8	1.06
COc1ccc(CN2CCN(C(=O)CC(C)C)CC2)cc1OCc1ccccc1	-1.6	0.996
O=C(NC1CCS(=O)(=O)C1)c1ccc(Br)cc1 (stereo not drawn)	14.2	0.935
c1ccc(OCCSc2nc3ccccc3o2)cc1	-9.4	0.943
COc1ccc(CCN=C(C)C2=C(O)CSC2=O)cc1OC	-0.6	1.07
c1ccc(-c2nc3ccccc3nc2-c2cccs2)cc1	6.9	1.03
O=C1/C(=C/Nc2ccccc2NS(=O)(=O)c2ccccc2)CCc2ccccc21	19.0	1.02
Cc1ccc(C(=O)NC=C(C#N)C#N)cc1	1.6	1.06
Cc1ccccc1OCCn1cc(C=C2C(=O)NC(=S)NC2=O)c2ccccc21	3.1	1.07
CCN(CC)c1ccc(C(=O)Nc2ccccc2Cl)cc1	5.4	1.01
COc1ccc(C=Nc2ccc3nn(-c4ccccc4)nc3c2)cc1	24.8	1.04
O=C(Nc1cccc2c(NC(=O)c3ccco3)cccc12)c1ccco1	5.7	1.1
O=[N+]([O-])c1ccc(N2CCN(S(=O)(=O)c3ccccc3)CC2)cc1NCCc1ccccc1	12.5	0.889
Cc1nonc1OCCCNc1ccc([N+](=O)[O-])cc1Cl	1.4	0.953
CCn1c(C(O)c2ccc(OCc3ccccc3)c(OC)c2)nc2ccccc21 (stereo not drawn)	11.9	0.908
O=C(COc1ccccc1[N+](=O)[O-])Nc1cc(Cl)cc(Cl)c1	1.3	1.06
CCCCCc1ccc(-c2ccc(-c3ncc([N+](=O)[O-])cn3)cc2)cc1	14.6	0.959
CCOc1ccccc1NC(=O)C(=O)NCCc1ccccc1	12.8	0.984
CN(C)c1ccnc2sc(C(=O)c3ccc(Br)cc3)c(N)c12	17.5	0.953
N#C/C(=C\c1ccc(F)cc1)C(=O)NC1CCS(=O)(=O)C1 (stereo not drawn)	-1.7	1.06
O=C(/C=C/c1ccc(Cl)cc1)Nc1cccc(Br)c1	7.9	1.04
Cn1c(-c2ccc(C=O)o2)nc2c3ccccc3c3ccccc3c21	10.1	0.993
